Screening results as filed in PubChem.
TRPML3 agonist – human TRPML3 channel agonists, primary screen, cell-based, HEK293 TRPML3-YFP, Fluo-8 calcium fluorescence, 3 µM | Mucolipin-3 (Homo sapiens), Q8TDD5 | 100% = the carbachol control signal | activation, % at 3 µM | 220,000 tested, 0.29% active;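 active means activation above its plate's cutoff, the mean activation of the plate's test wells plus 3 SD, cut at about 12% in these data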;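 further: 0% = DMSO only wells and 100% = carbachol wells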
Target sequence (Q8TDD5 whole entry, looked up): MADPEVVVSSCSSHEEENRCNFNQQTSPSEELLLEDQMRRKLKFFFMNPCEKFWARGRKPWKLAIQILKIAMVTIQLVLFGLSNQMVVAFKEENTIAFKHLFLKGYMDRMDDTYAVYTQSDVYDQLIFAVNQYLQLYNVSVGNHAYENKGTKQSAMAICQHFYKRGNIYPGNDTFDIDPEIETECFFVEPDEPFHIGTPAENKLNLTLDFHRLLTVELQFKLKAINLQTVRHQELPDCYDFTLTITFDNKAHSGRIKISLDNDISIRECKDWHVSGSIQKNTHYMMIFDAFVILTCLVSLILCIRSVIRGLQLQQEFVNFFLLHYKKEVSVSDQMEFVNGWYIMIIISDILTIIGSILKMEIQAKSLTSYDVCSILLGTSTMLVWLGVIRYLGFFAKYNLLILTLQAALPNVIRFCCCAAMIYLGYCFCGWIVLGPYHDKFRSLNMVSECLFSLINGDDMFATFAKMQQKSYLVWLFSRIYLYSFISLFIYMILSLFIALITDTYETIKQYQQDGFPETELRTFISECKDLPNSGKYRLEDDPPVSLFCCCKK
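Test system – HEK293 line with stable expression of human TRPML3-YFP channel · Control set – carbachol 87 µM final as high control (100%), DMSO as low control (0%) · Signal – Fluo-8 calcium dye fluorescence, ex 470-495, em 515-575 nm · Incubation – 1-h 37 °C dye load, 5-s basal, 120-s post-compound reads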
Wee1 stabilizer – Wee1 degradation inhibitors, primary screen, cell-based, HeLa, Wee1K328M-luciferase, luminescence. Wee1-like protein kinase (Homo sapiens), P30291. HeLa Luc-Wee1K328M stability; 100% = proteasome inhibitor MG132 effect. reporter increase, % at 5 µM. 220,000 tested, 1.2% active. AID 1321, 2008;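 active means activation above the mean of all tested compounds plus 3 SD, set per screening run, cut at about 8.8% in these data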;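 further: cells exposed to compound for 20 h before luminescence read; 0% = DMSO alone and 100% = MG132 at 30 µM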
PPC-1+TRAIL kill – compounds killing PPC-1 cancer cells with TRAIL present, primary screen, TRAIL potentiator project, ATPLite luminescence, uHTS; 220,000 tested, 0.41% active; cell killing (% activity), % at 4 µM; PPC-1 cells + TRAIL, ATPLite viability luminescence;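 active means cell killing above 50% in the first pass at 4 µM, then a duplicate retest at 5 µM averaging 50% or more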;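 further: plate controls were cells with TRAIL plus DMSO for no effect and medium-only wells lacking cells for full effect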
TNF death inh – inhibitors of TNF-alpha triggered necroptosis, primary screen, cell-based, Jurkat FADD-/-, single concentration. 220,000 tested, 0.068% active. Jurkat FADD-/- TNF necroptosis rescue, ATP luminescence, 24 h; 0 = TNF only, 100 = no-TNF cells. activation (protection from cell death), % at 10 µM. AID 463075, 2010;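 active means activation, meaning protection from cell death, of at least 50% relative to plate controls; inactive means activation below 50%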;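 further: necroptosis triggered by 40 ng/mL TNF-alpha added together with compound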
CHOP inh – inhibitors of CHOP promoter induction, primary screen, cell-based, unfolded protein response, luciferase reporter. CHO-K1 CHOP-promoter luciferase, tunicamycin-induced, 15-18 h. inhibition, % at 10 µM. 220,000 tested, 3.8% active;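 active means compounds that reduced the stress-induced luciferase reporter signal by more than about 70% of percent inhibition, limit read from the data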;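 further: 0% = tunicamycin plus vehicle and 100% = wells without tunicamycin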
BaF3 tox – parental Ba/F3 cell viability inhibition, counter-screen for JAK2V617F inhibitor project, murine pro-B, CellTiter-Glo luminescence. AID 1486, 2009. 220,000 tested, 1.1% active. CellTiter-Glo ATP luminescence. inhibition, % at 5.6 µM;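 active means inhibition above a per-campaign cutoff, the mean inhibition of all tested compounds plus 3 SD, cut at about 27% in these data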;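 further: 0% = DMSO wells and 100% = JAK Inhibitor I control wells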
TRPN1 ag – zebrafish TRPN1 channel agonists, primary screen, cell-based, HEK293, calcium fluorescence | transient receptor potential cation channel N1 (TRPN1/NompC), Danio rerio | HEK293 zebrafish TRPN1-YFP, Fluo-8 calcium fluorescence; 100% = response to 87 µM carbachol | activation, % at 3 µM | 220,000 tested, 0.18% active;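 active means activation above its plate's cutoff, the mean activation of test wells on that plate plus 3 SD, cut at about 19% in these data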;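 further: 0% = DMSO alone and 100% = 87 µM carbachol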
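Material – zebrafish TRPN1-YFP in HEK293 cells · Doses – 3 µM single point · Schedule – dye 1 h 37 °C plus 30 min RT · Signal – Fluo-8 calcium fluorescence, excitation 470-495 nm, emission 515-575 nm · Read-out – % activation versus carbachol response · Control set – carbachol high, DMSO low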
RBBP9 inhibitor – human RBBP9 inhibitors, primary screen, biochemical, fluorescence polarization, FP-Rh probe, HTS; Serine hydrolase RBBP9 (Homo sapiens), O75884; recombinant RBBP9; inhibition, % at 7.94 µM; 220,000 tested, 0.2% active; AID 1515, 2009;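 active means inhibition above the campaign mean of all tested compounds plus 3 SD, cut at about 14% in these data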;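 further: plate controls were DMSO wells with RBBP9 for no effect and wells lacking RBBP9 protein for full effect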
Target sequence (O75884 whole entry, looked up): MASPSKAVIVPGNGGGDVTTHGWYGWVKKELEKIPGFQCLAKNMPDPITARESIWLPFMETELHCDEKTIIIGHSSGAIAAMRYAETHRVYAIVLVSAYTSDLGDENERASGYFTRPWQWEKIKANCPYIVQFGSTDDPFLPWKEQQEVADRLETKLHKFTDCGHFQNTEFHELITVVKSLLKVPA
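system = RBBP9 protein | input = RBBP9 at 2.5 µM in dispensed solution, before mixing | measured by = fluorescence polarization (mP), excitation 525 nm, emission 598 nm | incubation = enzyme-compound preincubation 30 min, then probe labeling 45 min, 25 °C | buffer or medium = Tris-NaCl-Pluronic buffer, pH 8.0 | compound = single dose 7.94 µM | also added = FP-Rh probe, 375 nM dispensing solution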
Ba/F3 V617F tox – reduced viability of JAK2V617F-dependent Ba/F3 cells, primary screen, JAK2V617F inhibitor project, cell-based, Ba/F3 EpoR-JAK2V617F, luminescence; ATP luminescence; inhibition, % at 5.6 µM; 220,000 tested, 1.1% active; AID 1446, 2008;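 active means inhibition above the campaign mean plus 3 SD over all tested compounds, cut at about 24% in these data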;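 further: cytokine-independent growth of Ba/F3 cells driven by EpoR plus mutant JAK2; 0% = DMSO-treated cells and 100% = JAK inhibitor I control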
Starred values were filed as active, the others as inactive; . = not tested or not shown; [ ] = another dose, or the depositor's remark. Compounds as they come; any-hit rate near 6.8%.

SMILES | TRPML3 agonist | Wee1 stabilizer | PPC-1+TRAIL kill | TNF death inh | CHOP inh | BaF3 tox | TRPN1 ag | RBBP9 inhibitor | Ba/F3 V617F tox
CCc1ccc(-c2cn(-c3nc(C)cc(C)n3)c(=N)o2)cc1 | -0.5 | 3 | 5 | -17 | 38 | -1 | -1.5 | 5 | -5
CCCn1c(NCc2ccc3c(c2)OCO3)nc2ccccc21 | 0.1 | 0 | 20 | 5.9 | 1 | 4 | -1.5 | -8 | -1
CCO[C@@H]1OC(C(=O)NCc2nc3ccccc3[nH]2)=C[C@H](C2CCCCC2)[C@H]1CCCO | 1.4 | 3 | 12 | 6.1 | 15 | -2 | 6.7 | -7 | 1
O=C(/C=C/c1ccccc1)Oc1ccc(C(=S)N2CCOCC2)cc1 | -0.2 | 5 | -10 | 0.2 | 35 | -1 | -0.3 | -7 | 4
CN(C)CCCN(Cc1ccccc1)C(=S)Nc1cccc(C(F)(F)F)c1 | 0.6 | -2 | 31 | -1.2 | -29 | 10 | 0.7 | -2 | -1
O=[N+]([O-])c1ccc(C(O)C23CN4CN(CN(C4)C2)C3)cc1 (centres undefined) | 0.5 | 2 | 23 | -0.9 | -4 | 4 | -0.2 | -3 | 0
CCN(C(=O)CN1CCN(c2cccc(C(F)(F)F)c2)CC1)c1c(N)n(Cc2ccccc2)c(=O)[nH]c1=O | 0.8 | 1 | -6 | -0.6 | 12 | 8 | 0.3 | -3 | 3
O=C(C1CCC(Cn2c(=S)[nH]c3ccccc3c2=O)CC1)N1CCN(c2ccccn2)CC1 (centres undefined) | 0.9 | -2 | 4 | -0.9 | 24 | 5 | -1.5 | -4 | 0
O=[N+]([O-])c1ccc(N2CCCCC2)cn1 | 0.9 | -4 | -9 | -0.4 | 2 | 3 | -0.8 | -2 | -4
O=C(O)CSc1nnc(-c2ccccc2O)n1Cc1ccccc1 | -0.3 | 0 | -9 | -2.3 | 6 | 2 | -0.3 | -4 | -4
Nc1nc(CSc2nnc(-c3cccc(F)c3)n2-c2ccccc2)nc(N2CCOCC2)n1 | 0.2 | 2 | -1 | 2.9 | 11 | 0 | 0.1 | 4 | -2
CCCC1=C(C(=O)OCC)C(c2cccnc2)n2nc(C)nc2N1 (centres undefined) | 0.0 | 4 | 7 | 2.4 | -1 | 0 | 1.8 | 0 | 3
CCN(CC)CCCN(Cc1cc2ccc(C)c(C)c2[nH]c1=O)C(=O)NC1CCCCC1 | 0.1 | -1 | 23 | 1.1 | 18 | 5 | 1.2 | -2 | 2
CO/N=C1\CCCc2c(C(=O)NN)sc(SC)c21 | 0.9 | -2 | -15 | 0.4 | -20 | -3 | 1.3 | -4 | 0
Cc1ccc(Nc2nc(N3CCN(C)CC3)nc(N)c2[N+](=O)[O-])cc1C | 0.2 | 2 | 16 | 0.9 | -7 | 2 | -0.6 | 1 | -2
O=C(COC(=O)c1ccco1)Nc1cccc(Br)c1 | 0.0 | 0 | -12 | -1.3 | 46 | 4 | 1.6 | -4 | -1
COc1ccc(S(=O)(=O)N2CCOCC2)cc1NC(=O)Cc1ccccc1Cl | 0.2 | 0 | 20 | -0.6 | 3 | 5 | 0.0 | -1 | 4
CCS(=O)(=O)c1ccc2oc(Nc3ccc(OC)cc3)nc2c1 | 1.0 | 2 | -10 | 1.1 | -16 | 3 | 0.8 | -14 | -1
O=C(c1cccs1)N1CCN(C2CCCCC2)CC1 | 0.7 | -3 | -15 | -2.8 | -10 | 7 | -0.3 | -8 | 1
O=S(=O)(Nc1ccc(C(F)(F)F)cc1)c1cnc[nH]1 | 0.9 | 6 | 32 | 2.6 | -8 | 6 | 2.5 | -3 | 0
Cc1cccn2c(=O)c(/C=C(\C#N)S(=O)(=O)c3ccccc3)c(N3CCC(C(N)=O)CC3)nc12 | 0.6 | 2 | 36 | 0.8 | -8 | 0 | -0.8 | -10 | -2
CS(=O)(=O)c1ccc(C(=O)NCc2ccccc2F)cc1 | 1.3 | 1 | 18 | -0.6 | -7 | 8 | 0.2 | -7 | 1
CNc1ccccc1C(C)(C)c1cc(-c2cccc(OC)c2)no1 | 1.9 | -3 | 26 | -8.2 | 48 | 56* | 1.0 | -13 | 48*
Cc1ccc(-n2c(-c3ccco3)n[nH]c2=S)cc1 | 0.3 | -4 | 1 | 0.4 | 3 | 6 | -0.2 | -4 | -4
Cc1ccc(-c2nn3c(C)nnc3c3ccccc23)cc1S(=O)(=O)N1CCN(CCO)CC1 | 0.1 | 0 | 4 | -13 | 22 | 3 | 0.3 | 0 | 5
CCOC(=O)C1CCCN(CC(O)COCc2ccc3c(c2)OCO3)C1 (centres undefined) | -0.1 | 1 | -1 | 0.3 | 24 | 2 | -0.2 | -3 | 0
CCc1ccc(C2CC(c3ccccc3C)n3nc(N)nc3N2)cc1 (centres undefined) | 0.5 | 2 | 19 | 1.5 | 36 | 0 | 1.9 | 4 | -4
O=S(=O)(NCc1ccc(Cl)cc1Cl)c1ccc(N2CCOCC2)nc1 | 0.8 | -2 | 12 | 1.5 | 7 | -4 | -0.2 | -8 | 0
Cc1nn(-c2ncc(C(F)(F)F)cc2Cl)c(=O)n1-c1cccc(Cl)c1 | 0.0 | -3 | -3 | 0.4 | 9 | 5 | 2.0 | -6 | 3
CC(CCOC1=NS(=O)(=O)c2ccccc21)NC(=O)C(=O)Nc1ccccc1 (centres undefined) | -0.5 | 2 | 13 | 1.1 | -2 | -1 | -1.8 | 9 | -7
COc1ccccc1NC(=S)N(Cc1cccs1)C1CCCC1 | -0.1 | -3 | -12 | -0.7 | 11 | -1 | 0.7 | -4 | 2
CCCOc1ccc(-c2nnc(-c3ccco3)o2)cc1 | -0.9 | -2 | 46[5 µM] | -3.1 | 15 | 2 | -0.3 | -1 | -2
Cn1c(=O)c2c(ncn2CC(=O)N/N=C/c2ccco2)n(C)c1=O | 1.7 | -1 | 3 | 0.5 | 4 | -2 | 3.6 | 2 | -4
NC(=S)N/N=C/c1ccc(-c2ccc([N+](=O)[O-])cc2)o1 | -0.4 | -2 | 21 | -3.9 | 23 | 4 | -1.4 | 8 | -3
CCN(CC)CCCOc1nc(C)nc2c1oc1ccccc12 | -0.5 | 5 | 24 | -0.2 | -13 | 0 | 0.5 | 3 | -1
Cc1cccc(C(=O)NNC(=O)CCn2nnc3ccccc32)c1 | -0.1 | -1 | 4 | 0.2 | 13 | 1 | -0.8 | -11 | 2
Cc1ccc(Nc2nc(CSc3nnc(-c4ccncc4)n3-c3ccccc3C)cs2)cc1 | -0.2 | -1 | 0 | 3.4 | 20 | 0 | -0.5 | -3 | -5
Cc1onc(-c2c(F)cccc2Cl)c1C(=O)Nc1nc2c(s1)CCCC2 | 1.1 | -2 | 14 | -1.6 | 84* | 1 | 3.7 | -4 | -3
Cc1ccc(N2CCN(CCCCN3C(=O)C4CCCN4C3=O)CC2)cc1 (centres undefined) | 1.1 | 1 | 11 | 1.2 | 17 | 7 | 0.9 | 0 | -2
CO/N=C/C1C(=O)NN=C1c1ccccc1 (centres undefined) | -0.3 | 0 | 5 | -0.6 | 12 | 6 | -0.1 | -9 | 3
CC(=O)N1c2ccccc2N2C(c3c(C)c(C)cc(C)c3C)=NON12 | -0.6 | -2 | 32 | -1.7 | 16 | 5 | -2.2 | -12 | -2
CCOc1ccc(N2C(=O)C3Sc4[nH]c(=O)sc4C(c4ccc(OC)c(OC)c4)C3C2=O)cc1 (centres undefined) | -0.2 | 0 | 0 | 1.0 | -9 | -2 | -1.7 | -5 | 2
O=C(CSc1nc(Nc2ccccc2)nc(N2CCOCC2)n1)N1CCCC1 | 0.4 | 1 | 34 | 0.5 | -54 | 9 | 0.4 | -2 | 0
CCOC(=O)c1cc2c(=O)n3ccccc3nc2n(CC2CCCO2)c1=NC(C)=O (centres undefined) | 1.0 | -2 | 10 | -3.7 | . | 6 | 0.1 | -2 | 0
O=C(Nc1ccc(Cl)cc1)c1csc(-c2ccccc2)n1 | -0.3 | 4 | 8 | -2.6 | 29 | -1 | -0.4 | -11 | -4
CCNC(=O)NC(=O)C(C)OC(=O)C1CCN(S(=O)(=O)c2ccccc2C(=O)OC)CC1 (centres undefined) | 0.8 | 2 | -4 | 0.0 | -14 | 4 | 0.7 | -6 | 3
CCCCNC(=O)c1c(N)n(/N=C/c2ccccn2)c2nc3ccccc3nc12 | 1.3 | -1 | 18 | -6.8 | 39 | 4 | 0.0 | -9 | -1
O=C(CC1Nc2c3ccccc3nc(=S)n2C1=O)NC1CCCCC1 (centres undefined) | -0.1 | -3 | 14 | 0.2 | 0 | -2 | -1.0 | -6 | -3
C(#Cc1ccccc1)Cn1nnc2ccccc21 | -1.5 | 4 | 7 | -1.3 | 40 | 1 | -2.0 | -9 | 0
Oc1ccc(NC(=S)N=Nc2c(O)[nH]c3ccccc23)cc1 | 0.0 | 1 | 18 | -2.0 | -31 | 7 | -0.6 | 16* | 1
Cc1ccccc1Nc1cc2ccccc2c(=O)[nH]1 | 0.7 | -1 | 21 | -5.5 | -13 | 9 | 3.1 | 0 | 6
Cc1cc(NC(=O)Nc2ccccc2F)ccc1Br | 3.9 | 5 | -16 | 8.0 | 23 | 4 | 9.4 | -2 | 4
COc1cc(/C=N/NC(=O)CCOc2ccccc2C)cc(Br)c1O | -2.2 | -1 | 18 | 1.3 | 48 | 7 | 1.4 | -4 | 3
COc1ccc(OC)c(NC(=O)c2nnn(Cc3ccc(Br)cc3F)c2N)c1 | 5.4 | -1 | 21 | -1.3 | 88* | 3 | 1.0 | 1 | -2

Record cards, from the list above:
Results for C(#Cc1ccccc1)Cn1nnc2ccccc21 : TRPML3 agonist = -1.5; Wee1 stabilizer = 4; PPC-1+TRAIL kill = 7; TNF death inh = -1.3; CHOP inh = 40; BaF3 tox = 1; TRPN1 ag = -2.0; RBBP9 inhibitor = -9; Ba/F3 V617F tox = 0
Results for COc1ccc(OC)c(NC(=O)c2nnn(Cc3ccc(Br)cc3F)c2N)c1 : TRPML3 agonist = 5.4; Wee1 stabilizer = -1; PPC-1+TRAIL kill = 21; TNF death inh = -1.3; CHOP inh = 88*; BaF3 tox = 3; TRPN1 ag = 1.0; RBBP9 inhibitor = 1; Ba/F3 V617F tox = -2
